High-throughput results: PubChem BioAssay, several laboratories
HCT116 PTEN-null: PTEN-deleted cell growth suppression. HCT116 PTEN-null viability, CellTiter-Glo, 60 h; hits give low values. viability, % at 10 µM. 140,000 tested, 1.2% active. AID 827;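 active = viability at or below a set limit, 4 SD under the median of all tested compounds, cut at about 3.7% in these data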;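 note: PTEN knockout HCT116 line with beta catenin targeted HCT116 as companion control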
GALR2 blocker: blocks the human galanin receptor 2. O43603. GALR2-expressing cells, antagonist mode. inhibition, % at 4 µM. 140,000 tested, 0.39% active. AID 828; in the data active = inhibition above about 27%;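 note: cells stimulated with galanin 1-16 at roughly its EC80; 0% = agonist challenge control and 100% = basal control without agonist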
Target sequence (O43603 whole entry, looked up): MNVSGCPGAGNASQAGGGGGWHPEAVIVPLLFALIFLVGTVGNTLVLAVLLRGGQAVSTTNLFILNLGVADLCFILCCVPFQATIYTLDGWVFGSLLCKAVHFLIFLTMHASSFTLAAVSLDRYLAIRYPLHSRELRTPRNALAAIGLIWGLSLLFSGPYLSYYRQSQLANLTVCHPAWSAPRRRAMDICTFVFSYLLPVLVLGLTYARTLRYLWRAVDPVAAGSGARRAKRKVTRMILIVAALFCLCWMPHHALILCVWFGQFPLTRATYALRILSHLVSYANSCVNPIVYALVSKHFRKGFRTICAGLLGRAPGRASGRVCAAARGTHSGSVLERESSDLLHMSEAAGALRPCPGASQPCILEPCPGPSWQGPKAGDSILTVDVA
NPY Y2 blocker: NPY-Y2 (human) receptor antagonism; P49146; NPY-Y2 expressing cells, antagonist mode; inhibition, % at 2.7 µM; 140,000 tested, 0.99% active; in the data active = inhibition above about 17%;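 note: 0% = vehicle with agonist challenge and 100% = reference antagonist with challenge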
Target sequence (P49146 whole entry, looked up): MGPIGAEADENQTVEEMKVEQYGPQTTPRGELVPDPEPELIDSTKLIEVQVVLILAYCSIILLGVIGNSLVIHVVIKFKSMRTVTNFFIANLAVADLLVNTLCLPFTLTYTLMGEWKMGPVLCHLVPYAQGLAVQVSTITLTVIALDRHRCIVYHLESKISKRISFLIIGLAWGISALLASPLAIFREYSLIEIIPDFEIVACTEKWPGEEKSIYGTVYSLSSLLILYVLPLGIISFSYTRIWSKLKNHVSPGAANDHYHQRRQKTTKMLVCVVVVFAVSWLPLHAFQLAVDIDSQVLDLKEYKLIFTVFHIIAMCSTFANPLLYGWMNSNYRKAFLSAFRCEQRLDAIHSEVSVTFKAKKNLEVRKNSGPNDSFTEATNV
Measles CPE: protection of cells from measles virus; 140,000 tested, 1.5% active; Measles virus-infected cells, CPE protection, absorbance; AID 841; protection (pct of control), % at 4 µM; in the data active = protection mostly above about 24%, no sharp cut-off; inactive = mostly below about 26%; note: some compounds called inactive have numbers as strong as hits
HCT116 bCat-KO: beta-catenin-lacking colon tumor cell growth suppression. viability, % at 10 µM. AID 818. 140,000 tested, 1.5% active. HCT116 beta-catenin knockout viability, CellTiter-Glo, 60 h; hits give low values;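 active = viability at or under a set limit, the compound median less 4 SD, cut at about 6% in these data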;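 note: 0% = Hyamine 1622 control at 20 µM and 100% = untreated cell control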
MRP1 act: activators of MRP-1. viability increase, % at 10 µM. 140,000 tested, 0.61% active. AID 799. H69AR cells + doxorubicin, viability rescue, CellTiter-Glo;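 active = viability gain under doxorubicin at or above a set limit, the compound median plus 3 SD, cut at about 4.7% in these data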;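 note: MRP-1 overexpressing cells given doxorubicin 25 µM after compound pretreatment; 18-22 h compound pretreatment then 72 h with doxorubicin before readout; 0% = doxorubicin-only wells and 100% = vehicle-treated cells without doxorubicin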
Phagocytosis inh: inhibitors of macrophage phagocytosis | inhibition, % at 5 µM | J774A.1 macrophage IgG-bead phagocytosis, imaging | 110,000 tested, 0.07% active;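 active = inhibition above the mean of the plate negative controls plus 5 SD, cut at about 13% in these data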;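 note: phagocytic index as fraction of beads internalized from green versus red external bead signal; plate controls were DMSO negative control for no effect and cytochalasin-D positive control for full effect; some results beyond the cut were filed as inactive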
Yeast growth inh: reduces growth of yeast BB579 in restrictive medium; S. cerevisiae BB579 growth, OD615, 48 h; AID 804; 140,000 tested, 0.51% active; inhibition, % at 10 µM;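 active = inhibition above a set limit, 3 SD over the mean compound inhibition, cut at about 44% in these data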; note: inactives centre near -24
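Assay system: S. cerevisiae DeaD strain BB579 yeast. Medium: CSMM-D restrictive synthetic medium containing dextrose (glucose). Times: 4 h cell preincubation, 48 h compound exposure, 30 °C humidified. Signal: OD615 turbidity measurement. Benchmarks: positive control amphotericin B 10 µg/mL.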
E-sel TNF inh: TNF alpha driven E-selectin expression inhibition. HUVEC TNFa-induced E-selectin immunofluorescence, high content. inhibition, % at 2 µM. 120,000 tested, 0.71% active. AID 1246;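 active = inhibition above the batch mean plus 3 SD, and confirmed as a hit on visual image review, cut at about 43% in these data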;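 note: 0% = TNF-stimulated DMSO wells and 100% = unstimulated control wells; not every result past the cut was called active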
Yeast lifespan up: yeast lifespan extension; S. cerevisiae growth with nicotinamide, OD615; deaD strain in restrictive glucose medium; inhibition of the nicotinamide effect, % at 10 µM; 130,000 tested, 0.68% active; AID 775;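 active = inhibition above a set limit, placed 3 SD over the median of all compounds, cut at about 26% in these data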;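 note: 0% = nicotinamide-treated wells and 100% = cells grown without nicotinamide; some compounds called inactive have numbers as strong as hits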
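Buffer or medium: CSMM-D glucose medium, restrictive; test system: modified budding yeast, DeaD strain; compound: single dose 10 µM compound, 0.25% DMSO; schedule: culture preincubation 4 h, compound exposure 48 h, both 30 °C; detection: optical density (absorbance) at 615 nm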
The depositor's hits bear a star; . = not tested or not shown.

Short forms: A = HCT116 PTEN-null; B = GALR2 blocker; C = NPY Y2 blocker; D = Measles CPE; E = HCT116 bCat-KO; F = MRP1 act; G = Phagocytosis inh; H = Yeast growth inh; I = E-sel TNF inh; J = Yeast lifespan up
1. O=C1N=C(N2CCCC2)CN1c1ccccc1
  A: 90.0; B: -6.5; C: 1.1; D: 4.9; E: 81.4; F: -3.2; G: 1.0; H: -43.2; I: 4.4; J: 10.4

2. COc1cccc(CNC(=O)C(c2ccc(Cl)cc2)C(C)C)c1 (stereo not given)
  A: 70.5; B: 1.0; C: 10.9; D: 9.3; E: 79.8; F: -0.1; G: -2.2; H: -16.9; I: 5.9; J: -0.5

3. CS(=O)(=O)c1ccc2nc(NC(=O)Nc3ccc(Cl)c(Cl)c3)sc2c1
  A: 63.6; B: 0.4; C: -2.3; D: 4.0; E: 54.6; F: -1.9; G: .; H: -17.0; I: -10.1; J: -4.9

4. CN(C)c1ccc(C(=O)OCC(=O)NC2CCCCC2)cc1
  A: 90.9; B: -7.3; C: 6.3; D: 18.5; E: 93.5; F: -4.4; G: 0.6; H: -41.1; I: -13.3; J: -9.4

5. COc1ccc(N2C(=S)N=C(Nc3cccc(C)c3)C23CCCCC3)cc1
  A: 87.0; B: -10.2; C: 0.1; D: 6.6; E: 90.0; F: -2.8; G: 0.5; H: -25.1; I: 4.6; J: 3.1

6. O=S(=O)(c1ccc(-n2cnnn2)cc1)N(C1CCCCC1)C1CCCCC1
  A: 84.6; B: -5.3; C: 0.9; D: 4.4; E: 85.0; F: -0.7; G: -1.0; H: -13.0; I: -3.4; J: 0.0

7. CC1CC(=O)N(c2ccc(NCc3ccc(Cl)cc3)c([N+](=O)[O-])c2)C1=O (stereo not given)
  A: 98.9; B: 3.6; C: -1.2; D: 8.6; E: 84.8; F: -0.2; G: -1.3; H: -17.1; I: 26.2; J: 3.1

8. COc1cc(CNc2ccc(N3CCOCC3)c(C(=O)O)c2)ccc1OCC(N)=O
  A: 102.6; B: 3.9; C: 1.2; D: 13.9; E: 110.4; F: 0.1; G: -1.8; H: 5.3; I: -63.1; J: -13.4

9. CN(Cc1ccccc1)c1ccc(C(=O)O)cc1[N+](=O)[O-]
  A: 92.0; B: -6.5; C: 1.2; D: .; E: 87.8; F: -2.4; G: .; H: -24.0; I: .; J: -1.5

10. CCOC(=O)C1CCN(C(=O)CSc2n[nH]c(=O)[nH]c2=O)CC1
  A: 105.5; B: -10.6; C: -0.1; D: 5.4; E: 107.0; F: 2.2; G: -0.5; H: -21.3; I: -43.4; J: -1.2

11. COc1ccccc1CNC(=O)c1nnc(Cc2ccc(Cl)cc2)o1
  A: 92.7; B: 0.2; C: -0.3; D: 5.1; E: 91.8; F: 0.8; G: .; H: -27.3; I: 16.7; J: -2.1

12. NC(=O)c1ccsc1NC(=O)CSc1nnc(C2CC2)n1Cc1ccccc1
  A: 86.7; B: 4.9; C: 2.6; D: 10.1; E: 99.7; F: -3.0; G: 3.4; H: 2.2; I: 16.5; J: -6.0

13. CCCOc1ccc(C(=O)N/N=C/c2ccc(-c3ccc(S(=O)(=O)Nc4ncccn4)cc3)o2)cc1
  A: 78.9; B: 2.2; C: 0.5; D: 11.4; E: 101.5; F: 1.5; G: 1.5; H: -37.7; I: 4.1; J: -5.1

14. CC(C)c1ccc(NC(=O)C2CC(=O)N(C(C)C)C2)cc1 (stereo not given)
  A: 98.4; B: 9.4; C: 0.1; D: 5.8; E: 96.5; F: 0.1; G: .; H: -27.6; I: -4.8; J: -12.9

15. CN(CC(=O)Nc1ccc(N2CCOCC2)cc1)CC(=O)Nc1ccc(Cl)cc1[N+](=O)[O-]
  A: 86.3; B: -0.6; C: -0.4; D: .; E: 87.5; F: -2.5; G: -13.7; H: -14.1; I: .; J: 0.8

As a working copy, 3 of the compounds above:
Short forms: A = HCT116 PTEN-null; B = GALR2 blocker; C = NPY Y2 blocker; D = Measles CPE; E = HCT116 bCat-KO; F = MRP1 act; G = Phagocytosis inh; H = Yeast growth inh; I = E-sel TNF inh; J = Yeast lifespan up
13. CCCOc1ccc(C(=O)N/N=C/c2ccc(-c3ccc(S(=O)(=O)Nc4ncccn4)cc3)o2)cc1
  A: 78.9; B: 2.2; C: 0.5; D: 11.4; E: 101.5; F: 1.5; G: 1.5; H: -37.7; I: 4.1; J: -5.1

14. CC(C)c1ccc(NC(=O)C2CC(=O)N(C(C)C)C2)cc1 (stereo not given)
  A: 98.4; B: 9.4; C: 0.1; D: 5.8; E: 96.5; F: 0.1; G: .; H: -27.6; I: -4.8; J: -12.9

15. CN(CC(=O)Nc1ccc(N2CCOCC2)cc1)CC(=O)Nc1ccc(Cl)cc1[N+](=O)[O-]
  A: 86.3; B: -0.6; C: -0.4; D: .; E: 87.5; F: -2.5; G: -13.7; H: -14.1; I: .; J: 0.8

Returning to the listing; the 2 compounds before the break are reprinted first.
Short forms: A = HCT116 PTEN-null; B = GALR2 blocker; C = NPY Y2 blocker; D = Measles CPE; E = HCT116 bCat-KO; F = MRP1 act; G = Phagocytosis inh; H = Yeast growth inh; I = E-sel TNF inh; J = Yeast lifespan up
14. CC(C)c1ccc(NC(=O)C2CC(=O)N(C(C)C)C2)cc1 (stereo not given)
  A: 98.4; B: 9.4; C: 0.1; D: 5.8; E: 96.5; F: 0.1; G: .; H: -27.6; I: -4.8; J: -12.9

15. CN(CC(=O)Nc1ccc(N2CCOCC2)cc1)CC(=O)Nc1ccc(Cl)cc1[N+](=O)[O-]
  A: 86.3; B: -0.6; C: -0.4; D: .; E: 87.5; F: -2.5; G: -13.7; H: -14.1; I: .; J: 0.8

16. O=C(Cn1cc2c(n1)CCCC2)NCc1cccs1
  A: 103.3; B: 13.3; C: 1.3; D: 6.1; E: 93.0; F: -1.2; G: 0.0; H: -27.2; I: .; J: -6.0

17. On1onc2c3cc(-c4ccccc4)nc3ccc21
  A: 1.2*; B: 18.1; C: -2.6; D: 11.1; E: 1.8*; F: -2.8; G: 3.6; H: 6.6; I: -16.0; J: -4.8

18. COc1cc(N=c2ssnc2Cl)cc(OC)c1
  A: 95.9; B: 0.9; C: 2.4; D: 1.2; E: 85.0; F: -1.7; G: .; H: -19.5; I: 13.3; J: -8.5

19. O=C(NC(c1ccccc1)c1ccccc1)c1cccc(S(=O)(=O)NCc2ccccc2)c1
  A: 53.5; B: -14.1; C: -0.5; D: 1.3; E: 57.8; F: -2.0; G: -4.0; H: -17.0; I: .; J: 8.1

20. CCCC(=O)Nc1ccc(OCC(=O)OC)cc1
  A: 94.9; B: 4.7; C: 2.7; D: 23.5; E: 96.4; F: 0.2; G: 2.8; H: -85.4; I: -7.7; J: -4.2

21. O=c1c2cnn(-c3ccc(F)cc3)c2ncn1Cc1cccnc1
  A: 106.2; B: 9.5; C: 1.2; D: .; E: 94.7; F: -0.1; G: -1.6; H: -46.5; I: -5.7; J: -16.6

22. O=C(NC1CCc2ccccc21)C1CCN(S(=O)(=O)c2ccc(-n3cnnn3)cc2)CC1 (stereo not given)
  A: 86.0; B: 7.8; C: -0.1; D: 11.1; E: 72.8; F: -3.1; G: 0.4; H: -18.0; I: 7.8; J: 10.7

23. O=C(Cc1ccccc1)NC(NCCCN1CCOCC1)(C(F)(F)F)C(F)(F)F
  A: 103.8; B: 2.0; C: 2.9; D: 20.5; E: 90.2; F: 0.1; G: .; H: -20.7; I: .; J: -10.9

24. CCC(=O)N1C(Cc2ccccc2)COC1(C)C (stereo not given)
  A: 92.5; B: -3.9; C: -0.5; D: 12.9; E: 98.3; F: 0.1; G: -4.8; H: 16.5; I: 5.4; J: 3.5

25. O=C(NC1(C(F)(F)F)NC(=O)N(c2ccc(F)c(Cl)c2)C1=O)c1ccncc1 (stereo not given)
  A: 106.5; B: 2.3; C: 2.5; D: 25.4; E: 105.0; F: -1.4; G: .; H: 7.8; I: -5.8; J: -26.1

26. Cc1ccc(NS(=O)(=O)c2cccc(C(=O)O)c2)cc1S(=O)(=O)N1CCOCC1
  A: 96.1; B: -8.2; C: 0.2; D: 4.0; E: 89.5; F: -2.2; G: -8.0; H: -16.1; I: -2.1; J: -2.2

27. O=C(Cc1ccc(-c2ccccc2)cc1)NCc1ccccc1
  A: 14.1; B: 4.4; C: 8.0; D: 2.4; E: 14.8; F: -0.6; G: -5.0; H: -20.5; I: .; J: -0.8

28. COc1ccc(S(=O)(=O)NCCC(=O)NC(C)c2ccccc2)cc1 (stereo not given)
  A: 85.0; B: 1.2; C: -1.9; D: 12.5; E: 93.4; F: -2.1; G: -2.0; H: 1.8; I: -11.8; J: -0.6

Hits appear at their usual frequency. Share with any hit: about 6.1%.
